mcGAS RapidFire: inhibitors of Mus musculus cyclic GMP-AMP synthase, initial high-throughput assay, cell-free, RapidFire MS | Q8C6L5 | recombinant mouse cGAS, cGAMP by RapidFire MS | inhibition, % at 12.5 µM | hit rate 0.18% among 130,000 | AID 1259397, 2018;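 active = inhibition of cGAS enzyme activity at or above 60%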;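 note: enzyme stimulated by 45 bp dsDNA with ATP and GTP substrates; cGAMP share of summed cGAMP plus half ATP and half GTP signals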
Target sequence (Q8C6L5 whole entry, looked up): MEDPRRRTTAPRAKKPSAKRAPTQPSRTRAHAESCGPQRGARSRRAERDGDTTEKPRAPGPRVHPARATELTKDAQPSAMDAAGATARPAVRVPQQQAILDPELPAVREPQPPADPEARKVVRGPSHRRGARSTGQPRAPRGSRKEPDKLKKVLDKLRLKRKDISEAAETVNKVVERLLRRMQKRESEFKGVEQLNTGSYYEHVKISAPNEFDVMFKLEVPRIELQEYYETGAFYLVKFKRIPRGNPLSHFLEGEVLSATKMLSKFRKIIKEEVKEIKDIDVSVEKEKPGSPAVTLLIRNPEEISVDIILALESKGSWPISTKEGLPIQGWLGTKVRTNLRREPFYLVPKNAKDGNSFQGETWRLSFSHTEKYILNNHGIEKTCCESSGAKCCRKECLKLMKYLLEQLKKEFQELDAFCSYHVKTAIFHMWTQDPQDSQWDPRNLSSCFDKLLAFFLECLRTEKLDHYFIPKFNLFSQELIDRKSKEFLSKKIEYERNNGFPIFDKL
An asterisk follows results filed as active; & = joins results of further samples.

mcGAS RapidFire | Compound
-3.5 | CC(C)c1csc(C(=O)N2CCN3C(=O)CNC(=O)C3C2)n1 (configuration not stated)
-3.1 | CCSc1ccc(NC(=O)c2ccco2)nn1
-7.5 | CCOc1coc(C(=O)Nc2cc(Cl)ccc2C)cc1=O
-2.0 | COC(=O)c1sc(=S)n(-c2cc(F)ccc2F)c1N
-8.2 | COc1ccc2cc(-c3c(-c4ccccc4)ncn3CC(O)CO)ccc2c1 (configuration not stated)
0.7 | Cc1cccc2c1=C/C(=C\c1csnn1)C=2O
-1.9 | Nc1ccc2c(c1)OC1(CCCCC1)O2
-1.2 | CC(C)COC1(C)OC(=N)C(C#N)=C1C(C#N)C#N (configuration not stated)
-3.1 | Cc1cc(-n2c(C)cc(CNCCCN3CCCC3=O)c2C)no1
-7.3 | COC(=O)N[C@H](C(=O)Nc1cc(C(N)=O)n(C)c1)C(C)C
-11.9 | Cc1cccn2c(=O)c3cc(C(=O)NCC4CCCO4)sc3nc12 (configuration not stated)
3.4 | Nc1ccc2oc(-c3cncc(Br)c3)nc2c1
-9.2 | O=C(c1cn(CCc2ccccc2)nn1)N1CCC(C2CCCCC2)C1 (configuration not stated)
-10.0 | Cc1cccn2c(=O)c3cc(C(=O)N4CCOCC4)n(C)c3nc12
-28.2 | Cc1ncc(C(=O)N2CCCN(Cc3ccc(F)cc3)C(C(C)C)C2)c(C)n1 (configuration not stated)
2.1 | CCN1CCN(CC(O)COc2ccc(CN3CCc4ccccc4C3)cc2OC)CC1 (configuration not stated)
2.1 | Cc1cc(=O)[nH]c(-c2ccc(NC(=O)/C=C/c3cscn3)cc2)n1
-6.2 | c1nc(N2CCOCC2)c2nc3n(c2n1)CCCCC3
-6.0 | CN=c1scc(-c2c(-c3ccccc3)n(C)c3ccccc23)n1C
-14.6 | C=C(C)COc1cccc(C(=O)N(C)C(C)c2nccs2)c1 (configuration not stated)
-0.2 | CNC(=O)C1(NC(=O)/C=C/c2ccccc2Cl)CCCCC1
-2.8 | OCCNc1cc(-c2ncccn2)c2cc[nH]c2n1
-1.6&6.1 | Cc1cccc(NC(=O)N(C)C(C)c2ccccc2O)c1 (configuration not stated)
-6.5 | O=C(Cn1ccc(=O)[nH]c1=O)Nc1cccc(COc2cccc(F)c2)c1
-2.3 | Cc1ccc(NC(=O)CSc2nc(=O)n3cccc(C)c3n2)c(C)c1
-4.6 | CCOC(=O)N1CCC(=Nn2c(CC)n[nH]c2=S)CC1
-3.2 | Cc1cc(C)cc(C(=O)Nn2cnc3c(cnn3C(C)(C)C)c2=O)c1
5.1 | COc1ccccc1S(=O)(=O)NC(C)c1ccc2ccccc2c1 (configuration not stated)
-3.0 | CSc1cccc(C(N)c2cc(F)ccc2F)c1 (configuration not stated)
-9.8 | C#CCOC(=O)CCCC(=O)Nc1ccc([N+](=O)[O-])cc1

Two entries from above in another layout:
canonical_smiles | mcGAS RapidFire
CCOc1coc(C(=O)Nc2cc(Cl)ccc2C)cc1=O | -7.5
COC(=O)c1sc(=S)n(-c2cc(F)ccc2F)c1N | -2.0

A second format for some results above.
SMILES	mcGAS RapidFire
COC(=O)c1sc(=S)n(-c2cc(F)ccc2F)c1N	-2.0
Cc1ccc(NC(=O)CSc2nc(=O)n3cccc(C)c3n2)c(C)c1	-2.3
COc1ccccc1S(=O)(=O)NC(C)c1ccc2ccccc2c1 (configuration not stated)	5.1
CCN1CCN(CC(O)COc2ccc(CN3CCc4ccccc4C3)cc2OC)CC1 (configuration not stated)	2.1
Cc1ncc(C(=O)N2CCCN(Cc3ccc(F)cc3)C(C(C)C)C2)c(C)n1 (configuration not stated)	-28.2
Cc1cccn2c(=O)c3cc(C(=O)NCC4CCCO4)sc3nc12 (configuration not stated)	-11.9

(cont.)
mcGAS RapidFire | Compound
-6.3 | CCCCOC(=O)C(CCCCN1C(=O)c2ccccc2C1=O)N1C(=O)c2ccccc2C1=O (configuration not stated)
4.3 | COc1ccc(C2CCCCN2C(=O)c2ccc(-n3cccc3)nc2)cc1 (configuration not stated)
-4.1 | O=C(OCCN1CCOC1=O)c1cc(-c2ccc(Br)cc2)n[nH]1
-7.7 | COc1ccc(CN(C=O)/C=C2\Sc3ccccc3C2=O)cc1OC
-1.2 | CC(c1nnnn1-c1ccccc1)N(C)CCOc1ccc(O)cc1 (configuration not stated)
1.1 | CCCc1[nH]n(-c2ccc([N+](=O)[O-])cc2)c(=O)c1C=NCCCN(CC)CC
-2.1 | CCOC(=O)C1=C(C)NC2=C(C(=O)CC(c3ccc(OC)cc3)C2)C1c1cccc([N+](=O)[O-])c1 (configuration not stated)
3.1 | CCS(=O)(=O)c1ccc(CC(=O)Nc2ccc3c(c2)C(=O)NC3=O)cc1
1.0 | NC(=O)Cc1cc(Br)c(-c2ccc(N)cc2)s1
-2.1 | O=S(=O)(c1ccc(Br)s1)N1CCCCC1c1nc2ccccc2s1 (configuration not stated)
-2.6 | CC(=O)C(C)n1c(CN2CCOCC2)nc2c1c(=O)[nH]c(=O)n2C (configuration not stated)
2.4 | Cc1cc(C)cc(NC(=O)Cn2nc(-c3ccco3)oc2=O)c1
-10.6 | COC(=O)c1cc(-c2cccs2)nc2c1c(C)nn2C1CCS(=O)(=O)C1 (configuration not stated)
-7.5 | O=C(COc1ccc(F)cc1)OCc1cc(-c2cc3ccccc3o2)on1
-16.6 | CCOc1ccc2nc(S(=O)(=O)NC(=O)C3(C)CCN3C(=O)CCc3ccccc3)sc2c1 (configuration not stated)
-11.4 | CCN1CCN(Cc2cc(C(=O)NCC3C4CC5CC(C4)CC3C5)no2)CC1 (configuration not stated)
-21.1 | CCOc1ccccc1CN(CC)Cc1coc2ccccc2c1=O
-13.2 | O=C(NC1(c2ccccc2)CCC1)C1=NOC(c2ccccc2)C1 (configuration not stated)
-1.1 | O=[N+]([O-])c1ccccc1OCCNCc1ccco1
-7.4 | COc1ccc(S(=O)(=O)N2CCCC2CNC(=O)C(=O)NCCc2ccc(Cl)cc2)cc1 (configuration not stated)
7.5 | COC1(OC)N=C(N)C2(C#N)C(c3ccc(OCc4ccccc4)cc3)C12C#N (configuration not stated)
-21.1 | CCCCc1nc(CN(C)C2CCCCC2S(C)(=O)=O)no1 (configuration not stated)
-1.6 | Cc1cc(C(=O)CCC(=O)N2CCN(c3ccccc3Cl)CC2)c(C)s1
-15.5 | COC(=O)c1ccc(N2C(=O)CSC2c2ccc(Cl)cc2)cc1 (configuration not stated)
-0.5 | CC(c1ccccc1)N(CC1CC1)C(=O)c1cc(C(N)=O)c[nH]1 (configuration not stated)
-4.1 | O=C(Cn1c(=O)oc2cc(Cl)ccc21)N1CCN(S(=O)(=O)c2cccc(F)c2)CC1
-11.8 | COc1ccc(C(=O)N2CCN(c3ccc(-n4cccn4)nn3)CC2)cc1OC
-16.0 | CCOC(=O)c1c(NC(C)=O)sc(C(=O)NC2CCCC2)c1C
-34.9 | COc1ccc2cc(C(=O)C3CCCN(CCn4cc[nH]c4=O)C3)ccc2c1 (configuration not stated)
-13.1 | NC(=O)c1ccc(=O)n(Cc2cnn(-c3ccccc3)c2)n1

(listing goes on)
mcGAS RapidFire | Compound
4.5 | CC(C)N(CC1CCC(=O)N1)C(=O)c1ccc2nc(Cc3cccc(Cl)c3)oc2c1 (configuration not stated)
-7.9 | COCc1nn2c(nnc3c(=O)n(NC(=O)C(C)C)ccc32)c1-c1ccc(F)cc1
-7.4 | CC1CC(c2ccc(F)cc2)CN1C(C)C(=O)Nc1ncccn1 (configuration not stated)
-11.8 | CC1(C(=O)NS(C)(=O)=O)CCN1C(=O)CC(c1ccccc1)c1ccccc1 (configuration not stated)
7.1 | O=c1[nH]c2ccc(S(=O)(=O)NCC3COc4ccccc4O3)cc2s1 (configuration not stated)
-1.5 | CC1CCCCN1c1nc2c(c(=O)n(C)c(=O)n2C)n1CCSc1nc2ccccc2s1 (configuration not stated)
-5.2 | O=C(CC1CSc2nccc(=O)n21)Nc1ccncc1 (configuration not stated)
4.1 | COc1nccnc1N1CCC(O)(c2ccc(C)cn2)CC1
-4.5 | CCCN(CCC)c1nc2ccccc2c2nc(C)nn12
-3.4 | CC(=O)Nc1ccc(NC(C)C(=O)Nc2ccc(C(F)(F)F)cc2)cc1 (configuration not stated)
-1.5 | CC(C)CN1CCOC(CSc2nnc(-c3nn(Cc4ccccc4)c(=O)c4ccccc34)o2)C1 (configuration not stated)
1.0 | CC1=CC(C)(C)N2C(=O)C3(c4ccc(O)cc4OC(=N)C3C#N)c3c(C)c(C)cc1c32 (configuration not stated)
-37.0 | CCn1nc(C)c(/C=C/c2nc3ccccc3s2)c1C
-6.2 | CC(OC(=O)C(C)N1CCOCC1)C(=O)Nc1cccc(F)c1 (configuration not stated)
-6.1 | COc1ccc(Cl)c2sc(N(CCCN(C)C)C(=O)C3=COCCO3)nc12
-2.3 | COc1ccccc1N(C)Cc1c(C)nn(C)c1Cl
-1.1 | Cc1n[nH]c(C)c1CC(=O)O
-11.1 | O=c1ccc(-c2cccs2)nn1Cc1ccccc1
9.0 | COC1CCCN(Cc2cn[nH]c2-c2ccc(-c3ccccc3)cc2)C1 (configuration not stated)
-5.1 | CC(C)Cn1ccnc1CNC(=O)N1CCC(N2CCCC2)C1 (configuration not stated)
-13.5 | CC(C)N(Cc1ccc(C#N)cc1)C(=O)Nc1ccc(N(C)C)cc1
-24.5 | Cc1cnccc1N1CCCN(C(=O)c2cnc3ccccc3c2)CC1
9.8 | Cc1ccc2nc(C)c(NC(=O)c3ccccc3C(F)(F)F)c(=O)n2c1
-17.8 | O=C(O)CCC1CN(C(=O)c2ccccc2)c2ccccc21 (configuration not stated)
-9.5 | CSCc1cccc(C(=O)N2CCC(C(N)=O)CC2)c1
-2.4 | COCCNC(=O)C1CCCN(C2CCN(C(=O)c3cccn3C)CC2)C1 (configuration not stated)
-0.2 | Cc1ccc(C)c(-c2cc(CN(C)C(=O)C3CC3)no2)c1
-0.7 | Clc1ccc2nc(-c3ccn[nH]3)ccc2c1
5.8 | Cc1cc(Nc2ccc3c(n2)C(=O)N(CC(=O)NC2CC2)C3)n(C)n1
-2.6 | CCn1c(=O)c2ccccc2n2c(CNc3cccc(S(C)(=O)=O)c3)nnc12

Grouped by structure: those above containing a COOH group (2)
mcGAS RapidFire | Compound
-1.1 | Cc1n[nH]c(C)c1CC(=O)O
-17.8 | O=C(O)CCC1CN(C(=O)c2ccccc2)c2ccccc21 (configuration not stated)

In the list so far, 6 have two or more sulfur atoms:
mcGAS RapidFire | Compound
-2.0 | COC(=O)c1sc(=S)n(-c2cc(F)ccc2F)c1N
-2.1 | O=S(=O)(c1ccc(Br)s1)N1CCCCC1c1nc2ccccc2s1 (configuration not stated)
-10.6 | COC(=O)c1cc(-c2cccs2)nc2c1c(C)nn2C1CCS(=O)(=O)C1 (configuration not stated)
-16.6 | CCOc1ccc2nc(S(=O)(=O)NC(=O)C3(C)CCN3C(=O)CCc3ccccc3)sc2c1 (configuration not stated)
7.1 | O=c1[nH]c2ccc(S(=O)(=O)NCC3COc4ccccc4O3)cc2s1 (configuration not stated)
-1.5 | CC1CCCCN1c1nc2c(c(=O)n(C)c(=O)n2C)n1CCSc1nc2ccccc2s1 (configuration not stated)

(continued)
mcGAS RapidFire | Compound
-0.9 | CCOC1CCN(C(=O)c2cc(C)ccc2N(C)C(C)C)CC1
-7.9 | COC(=O)c1cccnc1NCC1CNCCOC1 (configuration not stated)
-20.9 | CC(=O)c1cc(CC(=O)N2Cc3cnn(CCO)c3C2)cs1
-1.7 | Cc1c(CCC#N)c(Cl)n2c(nc3ccccc32)c1C#N
13.8 | Nc1cc2ccccc2oc1=O
-40.1 | CC1=C/C(=N/N=C2\NC(=O)C(CC(=O)Nc3ccc(Cl)cc3)S2)CC(C)(C)C1 (configuration not stated)
-2.7 | CCC(CC)NC(=O)c1[nH]c(C)c(C(=O)OC)c1C
6.4 | Cc1ccc(C(CCO)n2cc(-c3ccnc4ccccc34)nn2)cc1 (configuration not stated)
-3.0 | O=C(NCCNS(=O)(=O)Cc1ccccc1)C1CCC1
-3.3 | CCOC(=O)c1cnc2nc(SC)[nH]n2c1=O
7.3 | Cc1nc(C(C)C)sc1C(=O)Nc1nncs1
9.8 | NC(=O)c1c(NC(=O)c2cc(-c3cccs3)on2)sc2c1CCCC2
6.0 | CC(=O)Nc1ccc(SCC(=O)N2CCCc3ccccc32)nn1
-4.3 | CCCCOc1ccc(C(=O)Nn2cnc3c(cnn3-c3ccc(C)cc3)c2=O)cc1
-1.2 | Cc1cccc(C2c3[nH]c4ccccc4c3CCN2C(=O)Cn2cnc3ccccc32)n1 (configuration not stated)
-12.6 | COc1ccc(N=c2oc3ccc([N+](=O)[O-])cc3cc2C(=O)NC(C)=O)cc1
-6.0 | Cc1ccsc1C(=O)N1CCC(CO)(Cc2cccc(C(F)(F)F)c2)CC1
-7.4 | Cc1c(CN(C)C(=O)C(=O)N2CCCCCC2)cnn1C
-5.3 | COC(=O)C(CC(C)C)NC(=O)Cc1ccc(OC)c(F)c1 (configuration not stated)
-15.0 | Fc1c(F)c(F)c(NC2=NCCCCC2)c(F)c1F
-5.1 | CN(C)c1ccc(C=NS(=O)(=O)NC2=NCCCCC2)cc1
-15.1 | COCc1ccccc1NC(=O)NCCc1cccc(C)c1
-1.7 | CCC1=C(C(=O)OC)C(c2ccc([N+](=O)[O-])cc2)NC(=S)N1 (configuration not stated)
-9.4&3.2 | CC(C)(C)NC(=O)[C@@H]1C[C@@H]2CCCC[C@@H]2CN1C[C@@H](O)[C@H](Cc1ccccc1)NC(=O)[C@H](CC(N)=O)NC(=O)c1ccc2ccccc2n1
-11.3 | CC1C(=O)NCCN1Cc1ccc(Br)cc1F (configuration not stated)
2.2 | O=C(NCC1CCS(=O)(=O)C1)c1ccc2oc(CCCc3ccccc3)nc2c1 (configuration not stated)
-0.4 | CCc1sc(C(=O)NCC(O)COc2cccc(C(F)(F)F)c2)cc1C (configuration not stated)
-2.4 | S=c1[nH]c2ccccc2n1C1CCCCC1
-0.5 | Cc1cccc(Cn2c(=O)c3c(nc4n(CCOCCO)c(C)c(C)n34)n(C)c2=O)c1
-50.1 | N#Cc1ccc(CN2CCCN(c3nc(C4CC4)ns3)CC2)cc1
0.1 | Cc1ccc(N2CCC(C(=O)O)C2=O)cc1 (configuration not stated)
-19.2 | CC(=O)Nc1cccc(NC(=O)CCN2CCC[C@H]2CO)c1

Screening data (PubChem BioAssay)

An excerpt; the hit share may differ from the screen's.
